G9a inh: qHTS Assay for Inhibitors of Histone Lysine Methyltransferase G9a. Histone-lysine N-methyltransferase EHMT2 (Homo sapiens), Q96KQ7. G9a H3K9 monomethylation, AlphaScreen, 2 h. Potency, µM (doses to about 102 µM), inactives show top-dose activity, negative = inhibition, most hits filed as inhibitors. 350,000 tested, 8.8% active. AID 504332, 2011; also: % is scaled to controls: 0 for no effect and ±100 for the full control effect; nearly all actives have a fitted effect of over 75% in size
Target sequence (Q96KQ7 913-1193 limits assumed): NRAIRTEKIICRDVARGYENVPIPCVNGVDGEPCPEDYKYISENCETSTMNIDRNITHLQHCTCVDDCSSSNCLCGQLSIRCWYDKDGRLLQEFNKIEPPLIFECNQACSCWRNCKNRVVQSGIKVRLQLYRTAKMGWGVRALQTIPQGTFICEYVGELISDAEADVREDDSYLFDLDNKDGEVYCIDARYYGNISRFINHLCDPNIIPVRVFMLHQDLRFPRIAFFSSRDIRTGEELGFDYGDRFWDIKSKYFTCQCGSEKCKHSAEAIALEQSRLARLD
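Compounds were preincubated with 20 nM G9a for 15 min, after which biotinylated H3K9 peptide (500 nM) and SAM (20 uM) started a 2 h room-temperature reaction. Monomethylated product was quantified by antibody-based AlphaScreen chemiluminescence.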
POLB inh: qHTS Assay for Inhibitors of DNA Polymerase Beta; P06746; Pol beta primer extension/strand displacement, fluorescence kinetic; Potency, µM (doses to about 114 µM), for inactives: at the highest dose activity change, negative = inhibition, actives largely listed as inhibitors; 340,000 tested, 1.3% active; also: % is scaled to controls: 0 for no effect and ±100 for the full control effect
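Curves were derived by four-parameter Hill fits of normalized qHTS data. The kinetic fluorescent primer-extension read was taken at 0 and 10 min after 50 nM substrate, following a 15 min room-temperature preincubation of 10 nM enzyme with compounds.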
POLK inh: qHTS for Inhibitors of Polymerase Kappa; DNA polymerase kappa (Homo sapiens), Q9UBT6; purified Pol kappa, fluorescent DNA synthesis assay, 10 min; Potency, µM (doses to about 107 µM), for the others: at the highest dose activity, negative = inhibition, hits mostly inhibitors; 400,000 tested, 0.53% active; AID 588579, 2011; also: % is scaled to controls: 0 for no effect and ±100 for the full control effect
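Enzyme at 10 nM met test compounds for 15 min at room temperature. Substrate addition (50 nM final) began the reaction, which was monitored by fluorescence at 0 and 10 min.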
POLI inh: qHTS for Inhibitors of Polymerase Iota. Pol iota fluorescent replication assay, 10 min. Potency, µM (series often up to 115 µM), for inactives: at the top dose activity, negative = inhibition, most hits filed as inhibitors. AID 588590, 2011. 390,000 tested, 1% active
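Pol iota at 10 nM preincubated 15 min with compounds at room temperature; reaction started with fluorescent substrate, 50 nM final. Fluorescence read kinetically at 0 and 10 min; buffer-only wells as negative control.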
Pol eta inh: qHTS for Inhibitors of Polymerase Eta. DNA polymerase eta (Homo sapiens), Q9Y253. recombinant Pol eta, fluorescent DNA replication assay. Potency, µM (highest dose often 114 µM), inactives show top-dose activity change, negative = inhibition, usual class: inhibitors. 390,000 tested, 1.2% active. AID 588591, 2011; also: % is scaled to controls: 0 for no effect and ±100 for the full control effect
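Fluorescent replication assay: 50 nM final substrate added after a 15 min room-temperature compound preincubation with 10 nM enzyme. Signal taken at 0 min and again at 10 min.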
Apoferritin bind: qHTS Assay for Identification of Novel General Anesthetics; Ferritin light chain (Equus caballus), P02791; apoferritin/1-aminoanthracene competitive binding, fluorescence; Potency, µM (top dose mostly 77.5 µM), without a hit: top-dose activity change, negative = displacement, most hits filed as inhibitors; 350,000 tested, 0.074% active; AID 485281, 2010; also: % is scaled to controls: 0 for no effect and ±100 for the full control effect; nearly all actives have a fitted effect of over 20% in size
Target sequence (P02791 2-175 limits assumed): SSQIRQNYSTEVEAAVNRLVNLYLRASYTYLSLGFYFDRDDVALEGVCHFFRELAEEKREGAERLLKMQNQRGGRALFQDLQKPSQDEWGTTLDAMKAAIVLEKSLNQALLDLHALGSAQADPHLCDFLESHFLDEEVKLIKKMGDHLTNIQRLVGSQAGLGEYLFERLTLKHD
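Concentration-response curves derived by four-parameter Hill fitting of normalized fluorescence, where compounds displaced 1-AMA from 10 uM horse apoferritin following a brief 10 min room-temperature incubation; propofol titration acted as positive control.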
APE1 inh: qHTS Assay for Inhibitors of the Human Apurinic/apyrimidinic Endonuclease 1 (APE1); DNA repair nuclease/redox regulator APEX1 (Homo sapiens), P27695; recombinant APE1, TAMRA/BHQ-2 abasic DNA cleavage fluorescence; Potency, µM (doses to about 65.8 µM), without a hit: at the highest dose activity change, negative = inhibition, most hits filed as inhibitors; 350,000 tested, 0.35% active;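 also: plate controls were vehicle for no effect and reference inhibitor for full effect; nearly all actives have a fitted effect of over 55% in size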
Target sequence (P27695 whole entry, looked up): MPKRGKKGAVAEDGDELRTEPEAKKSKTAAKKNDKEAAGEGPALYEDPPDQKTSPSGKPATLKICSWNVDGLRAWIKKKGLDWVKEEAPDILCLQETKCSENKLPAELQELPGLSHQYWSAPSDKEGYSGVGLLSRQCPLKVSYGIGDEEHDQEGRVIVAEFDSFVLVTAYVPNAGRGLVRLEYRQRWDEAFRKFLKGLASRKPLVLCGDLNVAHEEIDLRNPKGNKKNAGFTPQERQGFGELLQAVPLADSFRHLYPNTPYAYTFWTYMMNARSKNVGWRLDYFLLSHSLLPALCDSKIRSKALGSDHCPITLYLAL
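Activity was derived from the fluorescence gain between first and third kinetic reads (60 s intervals, ex 525/em 598 nm) after 50 nM THF-abasic TAMRA/BHQ-2 duplex was added to 0.75 nM APE1 preincubated 15 min with compound.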
BAZ2B inh: qHTS Assay for Inhibitors of BAZ2B. Potency, µM (series often up to 114 µM), for inactives: top-dose activity change, negative = inhibition, hits mostly inhibitors. Bromodomain adjacent to zinc finger domain protein 2B (Homo sapiens), Q9UIF8. AlphaScreen BAZ2B-H3K14Ac peptide displacement. 360,000 tested, 4.4% active; also: % is scaled to controls: 0 for no effect and ±100 for the full control effect; nearly all actives have a fitted effect of over 60% in size
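BAZ2B (50 nM) with biotin-H3(5-23)K14Ac peptide (50 nM) in PBS pH 7.4, 0.01% Tween-20, preformed 30 min, then compound 30 min at room temperature; top concentration 110uM. AlphaScreen streptavidin donor/nickel chelate acceptor beads (10 ug/mL final), 20 min dark, signal read.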
BLM helicase inh: qHTS Assay for Inhibitors of Bloom's syndrome helicase (BLM). RecQ-like DNA helicase BLM (Homo sapiens), P54132. recombinant BLM DNA unwinding, fluorescence dequenching. Potency, µM (highest dose often 56.1 µM), inactives show at the highest dose activity change, negative = inhibition, usual class: inhibitors. 350,000 tested, 0.2% active;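 also: plate controls were vehicle for no effect and no enzyme for full effect; nearly all actives have a fitted effect of over 35% in size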
Starred values were filed as active, the others as inactive; ? = inconclusive; . = not tested or not shown; [ ] = remark or other dose. Calls follow the shape of the dose curve; as a rule, active = well fitted curve in the direction sought with a large enough effect; inconclusive = small, poorly fitted or top-dose-only effect, or another doubt; inactive = no such curve, though single readings can be large; an effect the other way counts as inactive or inconclusive. Potency is read from the fitted curve at half-maximal effect. These rows are one share of the data; the hit share may differ from the screen's.

Sequence of screens: G9a inh	POLB inh	POLK inh	POLI inh	Pol eta inh	Apoferritin bind	APE1 inh	BAZ2B inh	BLM helicase inh
O=C(NCCN1C(=O)CCC1=O)c1ccncc1
 : -5%	3%	2%	2%	-12%	-5%	4%	2%	3%
COc1ccc(C(=O)NCC(=O)N2CCCCC2)cc1OC
 : -7%[59 µM]	-23%	-3%	-26%	-7%	-3%	5%	-2%	-2%
Cc1ccc(NC(=O)c2cccnc2)cc1S(=O)(=O)N1CCOCC1
 : 50µM*	.	-1%	43%[activator]	-9%	.	10%	-6%	.
Cn1c2ccccc2c2nnc(SCc3ccc4nonc4c3)nc21
 : -6%[12.7 µM]	-13%	0%	-34%	-5%	-11%	-4%	10%	-3%
CCc1ccc(OCC(=O)NCCOc2ccccc2)cc1
 : 5%	1%	-13%	21%	-3%	-19%	13%	4%	-7%
N#Cc1c(N)nc(SCC(=O)NC2CCCCC2)c(C#N)c1-c1ccc(Cl)cc1
 : 9%[59 µM]	-12%	-11%	5%	-4%	-10%	2%	3%	-1%
Cc1cc(C)c(NS(=O)(=O)c2ccc(Cl)c(C(=O)O)c2)c(C)c1
 : -23%	0%	-20%	0%[58.9 µM]	-2%	-7%	-6%	-7%	0%
COc1ccccc1C1=NOC(C(=O)N2CCN(C(=O)c3ccco3)CC2)C1 (centres undefined)
 : -6%	-28%	-7%	49%[activator]	-3%	-1%	0%	-15%	-2%
COc1ccc(-c2nn(-c3ccccc3)cc2C(=O)N(C)C)cc1
 : -4%	2%	-14%	?	0%	-7%	18%	1%	-4%
NCC(O)(CS(=O)(=O)O)c1ccc(Cl)cc1 (centres undefined)
 : 56%[activator][12.7 µM]	12%[57.1 µM]	-1%[60.1 µM]	2%[58.9 µM]	-6%[57.1 µM]	.	-2%	.	?
Cc1cc(C)c(S(=O)(=O)N/N=C/c2ccc([N+](=O)[O-])o2)c(C)c1
 : .	10%	-7%	?	-7%	-2%	6%	-9%	-3%
Cc1ccc(S(=O)(=O)n2c(C)nc3ccccc32)cc1
 : 35%	11%	0%	-4%	-3%	-20%	8%	-6%	-8%
O=c1[nH]c(C(F)(F)F)nc2ccc3ccccc3c12
 : -37%	14%	0%	8%	-25%	-7%	-2%	-32%	3%
CC(=O)Nc1ccc(S(=O)(=O)Nc2nc3ccccc3nc2Nc2ccc(S(N)(=O)=O)cc2)cc1
 : 45µM*	22%	-13%	155%[activator]	-7%	-3%	17%	9%	4%
COc1ccc2nc(Cl)c(C3CC(c4ccco4)=NN3C(=O)CCCC(=O)O)cc2c1 (centres undefined)
 : -49%	?	28µM*	22µM*	35µM*	-8%	-6%	-19%	-3%
COc1ccc(NS(=O)(=O)c2c(C)[nH]c(=O)[nH]c2=O)c(OC)c1
 : 23%[12.7 µM]	15%	-6%	17%	-17%	-8%	3%	-6%	-1%
Cc1ccc(NC=C(S(=O)(=O)c2ccccc2)S(=O)(=O)c2ccccc2)c(C)c1
 : 8%	0%	4%	-25%	-14%	-21%	-1%	-3%	-7%
Cc1cccc(N/N=C/c2ccccc2O)c1
 : 1.6µM*	17%	0%	148%[activator]	-12%	-9%	?	14%	-4%
CC12CC(c3ccccc3O1)N(C(=O)c1ccco1)C(=S)N2c1ccccc1 (centres undefined)
 : 40µM*	2%	-23%	-3%	-2%	-19%	6%	?	-10%
O=C(NCc1ccco1)c1ccc2c(c1)N(Cc1ccccc1F)C(=O)c1ccccc1S2=O (centres undefined)
 : -48%[59 µM]	31%[activator]	-12%	14%	-13%	1%	.	?	-7%

Sorted by SMILES length (largest number first): part of the list above
Sequence of screens: G9a inh	POLB inh	POLK inh	POLI inh	Pol eta inh	Apoferritin bind	APE1 inh	BAZ2B inh	BLM helicase inh
Cc1cc(C)c(S(=O)(=O)N/N=C/c2ccc([N+](=O)[O-])o2)c(C)c1
 : .	10%	-7%	?	-7%	-2%	6%	-9%	-3%
Cc1ccc(NC(=O)c2cccnc2)cc1S(=O)(=O)N1CCOCC1
 : 50µM*	.	-1%	43%[activator]	-9%	.	10%	-6%	.
CCc1ccc(OCC(=O)NCCOc2ccccc2)cc1
 : 5%	1%	-13%	21%	-3%	-19%	13%	4%	-7%

Carrying on:
Sequence of screens: G9a inh	POLB inh	POLK inh	POLI inh	Pol eta inh	Apoferritin bind	APE1 inh	BAZ2B inh	BLM helicase inh
O=C(Cn1cnc2ccccc2c1=O)NCCCN1CCCC1=O
 : 116%[activator][12.7 µM]	.	1%	2%	-6%	.	-5%	7%	.
Cc1cccc(CNC(=O)CCCN2C(=O)COc3ccc(C)cc32)c1
 : 10%[59 µM]	0%	-14%	-21%	.	-13%	.	-1%	-3%
COc1ccc2[nH]c3c(=O)n(Cc4ccc(C(=O)NCC5CCCO5)cc4)c(=S)[nH]c3c2c1 (centres undefined)
 : 1.3µM*	89µM*	-32%	?	18µM*	-3%	-2%	?	-20%
O=C(N/N=C/c1cccc(O)c1)NC1CCCCC1
 : 10%	-1%	-3%	49%[activator]	7%	6%	-2%	.	-2%
Cc1ccc2nc(Cn3cc(C(F)(F)F)cc(Cl)c3=O)cc(=O)n2c1
 : 9%	-8%	5%	50%[activator]	-20%	-18%	-3%	-2%	-6%
Cc1cc(C(=O)COC(=O)c2ccccc2Br)c(C)n1CC1CCCO1 (centres undefined)
 : 7%[12.7 µM]	18%	-19%	22%	-24%	-10%	-1%	-27%	-15%
CC(C)(C)NC(=O)NC(=O)CSc1nnc(-c2ccccc2F)n1N
 : 1%[59 µM]	6%	0%	-4%	6%	-17%	0%	2%	-8%
COc1ccc(NS(=O)(=O)c2ccc3oc(Nc4ccc5c(c4)OCCO5)nc3c2)cc1
 : ?	1%	-9%	?	-6%	0%	-7%	-38%	-15%
CC(C)CC1NC(=O)N(CC(=O)N2c3ccccc3NC(=O)C2(C)C)C1=O (centres undefined)
 : -10%	-8%	-5%	9%	-1%	-3%	-3%	-12%	-3%
Cc1ccc(-c2cc(C(F)(F)F)n3ncc(C(=O)NCc4ccco4)c3n2)cc1
 : -31%	?	-3%	7%	?	-11%	0%	5%	-16%
O=C(O)CC(CC(=O)NCC(O)c1ccccc1)c1ccccc1 (centres undefined)
 : 2%	24%	-16%	-17%	-7%	-8%	6%	-1%	-1%
Cc1[nH]c2ccccc2c1C(c1ccncc1)N1CCCCC1 (centres undefined)
 : 35µM*	15%	-12%	97%[activator]	-9%	-7%	-2%	?	-4%
C=CC[C@@H](CC(=O)N[C@H](CO)Cc1ccccc1)C(=O)N[C@@H](COC(=O)[C@H](CC=C)CC(=O)OC(C)(C)C)Cc1ccccc1
 : .	.	-22%	-2%	-8%	.	-5%	.	.
Cc1cc(C)nc(SCC(=O)N/N=C/c2cc(C)n(-c3ccccc3C)c2C)n1
 : 50µM*	24%	-15%	17%	-5%	-12%	20%	45µM*	3%
COc1ccc(S(=O)(=O)N2CCN(C(=O)CCc3c[nH]c4ccccc34)CC2)cc1
 : 15%[12.7 µM]	.	5%	12%	-19%	.	-4%	-4%	.
Fc1cccc(Cl)c1-c1nnc2ccc3ccccc3n12
 : 32µM*	24%	-12%[60.1 µM]	1%	-2%	-13%	-3%	.	2%
CC(C)C(=O)N1CCN(c2ccccc2NC(=O)c2ccco2)CC1
 : -10%	2%	?	?	-99%	-5%	0%	2%	-7%
Cc1ccc(C(=O)N2CCc3cc(CNC(=O)c4ccc(Br)cc4)ccc32)cc1
 : -39%[59 µM]	-1%	-3%[60.1 µM]	14%	-9%	0%	.	-11%	-6%
O=C(NC1CCCCCCC1)C1CCCN(S(=O)(=O)c2cnc[nH]2)C1 (centres undefined)
 : 7%	41%	17%	24%	0%	-2%	-2%	0%	-8%
CC1CCN(CC(=O)Nc2nccs2)CC1
 : -8%	27%	4%	22%	-10%	-9%	-1%	-16%	-3%

Next section
Sequence of screens: G9a inh	POLB inh	POLK inh	POLI inh	Pol eta inh	Apoferritin bind	APE1 inh	BAZ2B inh	BLM helicase inh
O=C(c1cc(S(=O)(=O)N2CCOCC2)ccc1Cl)N1CCC(Cc2ccccc2)CC1
 : ?	.	0%	11%	-18%	.	-20%	-30%	.
CCOC(=O)[C@@H]1[C@H]2COc3cc(OC)ccc3[C@@H]2N2C(=O)N(c3cccc(F)c3)C(=O)[C@@]12C
 : 2%	30%	11%	33%	-11%	-9%	-7%	-7%	-2%
N#CCCN1C(=O)C2(OCCO2)c2ccccc21
 : -7%	-5%	-1%	16%	-13%	-1%	-6%	-2%	-3%
CCOCCCNC(=O)CN1C(=O)CCn2nc(-c3cccn3C)cc21
 : -3%[59 µM]	-2%	-15%[60.1 µM]	36%[activator]	-17%	4%	.	-38%	-3%
COc1ccc(-c2cc(C(=O)N3CCCC3)c3ccccc3n2)cc1
 : 25%[59 µM]	42%[activator]	-5%	-1%	-12%	-11%	-1%	2%	-1%
CCCNC(=O)c1cnc(-c2ccccc2)nc1-c1ccccc1
 : 18%[2.33 µM]	84%	-2%	5%	-13%	-10%	9%	11%	-4%
CCOc1ccc(CCNC(=O)C2CCN(c3nnc(-n4cccc4)s3)CC2)cc1OCC
 : 3%[59 µM]	29%	-23%	-2%	?	-20%	-6%	-5%	-4%
CN(CC(=O)NCC(c1ccco1)N1CCCCC1)S(=O)(=O)c1ccc(Cl)cc1 (centres undefined)
 : -35%	.	-1%	?	-6%	.	6%	9%	.
Cn1c(=O)oc2cc(S(=O)(=O)NCc3cccnc3)ccc21
 : .	16%	-6%	-2%	-2%	7%	-1%	-5%	-1%
Clc1ccc(Cc2ccc(SCc3ccccc3)nn2)c(Cl)c1
 : 118%[activator][59 µM]	56%	-16%	3%	1%	?	22%	140%[activator]	-8%
COC(=O)C1CCN(C(=O)C2CCCCC2)CC1
 : 11%[59 µM]	-17%	-14%	60%[activator]	-8%	-16%	0%	5%	1%

Bioassay records: PubChem BioAssay, National Center for Advancing Translational Sciences (NCATS)
